Screens: PubChem BioAssay, National Center for Advancing Translational Sciences (NCATS)
HP1b binding inh = blocks HP1-beta chromodomain binding to methylated histone tails | P83916 | AlphaScreen HP1-beta / biotin-H3K9me3 peptide binding | Potency, µM (titrated, usually from 114 µM), inactives show at the highest dose activity change, negative = inhibition, hits mostly inhibitors | 390,000 compounds, 0.56% hits; further: nearly all actives have a fitted effect of over 70% in size; inactives centre near 23
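AlphaScreen: HP1-beta (50 nM) preformed 30 min with biotin-H3(1-18)K9me3 peptide (50 nM) in PBS pH 7.4, 0.01% Tween-20. Compound added for 30 min at RT, then streptavidin donor/nickel chelate acceptor beads (10 ug/mL) for 30 min.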
GLS inh = blocks human kidney-isoform glutaminase activity | O94925 | GLS enzymatic activity, qHTS titration | 410,000 compounds, 0.21% hits | AID 624170 | Potency, µM (doses to about 45.5 µM), for inactives: at the top dose activity change, negative = inhibition, actives largely listed as inhibitors; further: on the % scale 0 is the no-effect control and ±100 the full control effect
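Glutamate formation by hKGA was monitored fluorometrically using coupled glutamate oxidase, HRP and Amplex Red. Substrate was added as 1 mM L-glutamine solution; incubation was 30 min at RT after an initial read.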
BAZ2B block = inhibitors of human BAZ2B bromodomain; Q9UIF8; 360,000 compounds, 4.4% hits; AlphaScreen BAZ2B-H3K14Ac peptide displacement; Potency, µM (titrated, usually from 114 µM), without a hit: at the top dose activity change, negative = inhibition, actives largely listed as inhibitors; AID 504333; further: on the % scale 0 is the no-effect control and ±100 the full control effect; nearly all actives have a fitted effect of over 60% in size
Target sequence (Q9UIF8 whole entry, looked up): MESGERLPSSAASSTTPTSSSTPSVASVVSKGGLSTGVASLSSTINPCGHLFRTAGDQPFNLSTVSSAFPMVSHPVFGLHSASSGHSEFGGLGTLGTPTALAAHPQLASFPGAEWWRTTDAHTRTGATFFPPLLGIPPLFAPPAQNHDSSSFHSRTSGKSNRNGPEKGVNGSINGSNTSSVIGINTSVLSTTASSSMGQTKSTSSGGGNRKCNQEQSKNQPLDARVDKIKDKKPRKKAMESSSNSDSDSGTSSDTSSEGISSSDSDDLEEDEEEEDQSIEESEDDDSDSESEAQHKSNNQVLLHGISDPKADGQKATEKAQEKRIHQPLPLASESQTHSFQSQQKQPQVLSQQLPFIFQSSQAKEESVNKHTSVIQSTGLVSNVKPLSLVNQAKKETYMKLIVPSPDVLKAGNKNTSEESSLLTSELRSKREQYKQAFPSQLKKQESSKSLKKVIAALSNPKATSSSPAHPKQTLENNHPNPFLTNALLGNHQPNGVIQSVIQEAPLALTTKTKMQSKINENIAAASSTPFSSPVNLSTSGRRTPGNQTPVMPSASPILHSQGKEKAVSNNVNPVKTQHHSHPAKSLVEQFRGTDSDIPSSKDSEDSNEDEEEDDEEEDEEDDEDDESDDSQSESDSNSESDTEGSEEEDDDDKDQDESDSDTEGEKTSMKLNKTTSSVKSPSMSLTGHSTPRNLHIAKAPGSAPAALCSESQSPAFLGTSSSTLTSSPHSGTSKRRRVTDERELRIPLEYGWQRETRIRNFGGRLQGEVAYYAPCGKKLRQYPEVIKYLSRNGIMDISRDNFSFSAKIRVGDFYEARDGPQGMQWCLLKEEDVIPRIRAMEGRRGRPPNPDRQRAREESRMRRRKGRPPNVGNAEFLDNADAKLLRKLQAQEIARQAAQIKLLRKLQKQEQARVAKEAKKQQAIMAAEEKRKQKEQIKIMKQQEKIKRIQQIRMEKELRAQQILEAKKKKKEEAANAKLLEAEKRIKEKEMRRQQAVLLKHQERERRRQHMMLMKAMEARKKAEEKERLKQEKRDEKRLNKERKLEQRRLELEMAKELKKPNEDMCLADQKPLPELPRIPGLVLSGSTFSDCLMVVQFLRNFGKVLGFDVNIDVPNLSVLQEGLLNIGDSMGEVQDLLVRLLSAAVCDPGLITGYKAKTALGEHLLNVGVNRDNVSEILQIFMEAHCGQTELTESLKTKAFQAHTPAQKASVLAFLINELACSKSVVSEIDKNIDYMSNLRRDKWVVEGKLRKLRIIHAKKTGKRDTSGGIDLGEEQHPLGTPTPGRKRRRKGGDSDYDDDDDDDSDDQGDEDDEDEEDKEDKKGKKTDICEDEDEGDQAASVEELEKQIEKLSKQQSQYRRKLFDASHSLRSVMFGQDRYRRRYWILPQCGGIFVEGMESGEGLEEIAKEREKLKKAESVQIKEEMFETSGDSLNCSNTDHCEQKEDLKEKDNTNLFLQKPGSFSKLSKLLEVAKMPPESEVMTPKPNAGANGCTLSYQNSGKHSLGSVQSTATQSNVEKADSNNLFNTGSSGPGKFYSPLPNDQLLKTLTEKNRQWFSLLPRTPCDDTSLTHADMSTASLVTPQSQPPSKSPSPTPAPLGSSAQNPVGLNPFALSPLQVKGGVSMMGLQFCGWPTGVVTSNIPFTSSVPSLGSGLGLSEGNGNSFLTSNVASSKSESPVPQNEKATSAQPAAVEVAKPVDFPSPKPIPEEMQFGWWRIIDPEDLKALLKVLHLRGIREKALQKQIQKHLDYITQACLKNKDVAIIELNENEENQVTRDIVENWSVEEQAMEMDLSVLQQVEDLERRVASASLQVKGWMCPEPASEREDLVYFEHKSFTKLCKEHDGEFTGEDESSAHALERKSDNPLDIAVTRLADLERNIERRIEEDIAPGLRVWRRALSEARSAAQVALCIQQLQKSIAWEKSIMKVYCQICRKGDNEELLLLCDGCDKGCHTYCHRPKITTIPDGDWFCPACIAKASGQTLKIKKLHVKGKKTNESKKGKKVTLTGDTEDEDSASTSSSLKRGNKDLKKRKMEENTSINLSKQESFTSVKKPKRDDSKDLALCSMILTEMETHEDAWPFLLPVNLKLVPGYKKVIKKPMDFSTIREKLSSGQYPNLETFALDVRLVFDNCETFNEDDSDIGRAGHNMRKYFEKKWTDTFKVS
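BAZ2B 50 nM plus b-H3(5-23)K14Ac 50 nM, PBS pH 7.4/0.01% Tween-20, 30 min RT; compound added (max 110 uM), 30 min RT; streptavidin donor/Ni-chelate acceptor beads 10 ug/mL final, 20 min dark; AlphaScreen read.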
PGK inhibitor = T. brucei PGK inhibition; Potency, µM (top dose mostly 57.5 µM), for inactives: at the top dose activity change, negative = inhibition, hits mostly inhibitors; P07378; AID 602233; PGK/GAPDH coupled, Kinase-Glo luminescence, 60 min; 380,000 compounds, 0.043% hits; further: on the % scale 0 is the no-effect control and ±100 the full control effect; nearly all actives have a fitted effect of over 60% in size
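Luminescent ATP detection (Kinase-Glo Plus) follows a 60-minute room-temperature incubation, with wells lacking PGK as controls. Buffer: 100 mM TEA (pH 7.6), 5 mM MgCl2, 0.01% Tween-20. Coupling enzyme GAPDH (100 nM final) supplies unstable 1,3-BPG in-well.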
JMJD2A Tudor = inhibitors of human JMJD2A Tudor domain; O75164; AlphaScreen JMJD2A-Tudor / H3K4me3 peptide binding; Potency, µM (highest dose often 114 µM), for inactives: at the highest dose activity change, negative = inhibition, most hits filed as inhibitors; 390,000 compounds, 4.4% hits; further: on the % scale 0 is the no-effect control and ±100 the full control effect; nearly all actives have a fitted effect of over 50% in size
G9a block = G9a (human) methyltransferase inhibition; Q96KQ7; G9a H3K9 monomethylation, AlphaScreen, 2 h; Potency, µM (series often up to 102 µM), without a hit: at the highest dose activity, negative = inhibition, most hits filed as inhibitors; 350,000 compounds, 8.8% hits; further: on the % scale 0 is the no-effect control and ±100 the full control effect; nearly all actives have a fitted effect of over 75% in size
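G9a (20 nM) was preincubated 15 min with compound, then reacted 2 h at room temperature with 500 nM biotin-H3K9 peptide and 20 µM SAM. Monomethyl-H3K9 detected by AlphaScreen using anti-H3K9me1 antibody.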
BLM inh = blocks DNA unwinding by human BLM helicase; Potency, µM (doses to about 56.1 µM), for inactives: top-dose activity change, negative = inhibition, most hits filed as inhibitors; recombinant BLM DNA unwinding, fluorescence dequenching; P54132; 350,000 compounds, 0.2% hits;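 further: plate controls were vehicle for no effect and no enzyme for full effect; nearly all actives have a fitted effect of over 35% in size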
Pin1 inhibitor = human Pin1 inhibition; Q13526; Pin1 FP peptide displacement, HiFluor488, 10 min; Potency, µM (top dose mostly 115 µM), without a hit: at the highest dose activity, negative = inhibition, actives largely listed as inhibitors; 390,000 compounds, 0.009% hits; active means well fitted inhibition curve with a large enough effect in the polarisation, with a control signal flat, not every such curve was filed as active; inconclusive means small, poorly fitted or top-dose-only effect, or effect the other way, or a change in a side signal; inactive means no such curve, though single readings can be large or run the other way; the % refers to the polarisation; further: on the % scale 0 is the no-effect control and ±100 the full control effect
POLI inh = DNA polymerase iota (human) inhibition; 390,000 compounds, 1% hits; Potency, µM (highest dose often 115 µM), without a hit: at the top dose activity, negative = inhibition, actives largely listed as inhibitors; Pol iota fluorescent replication assay, 10 min
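Fluorescent replication assay read twice, at 0 min and 10 min after adding 50 nM (final) substrate. Enzyme (10 nM) and compounds were first incubated 15 min at room temperature; enzyme-free buffer wells were negative controls.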
Starred values were filed as active, the others as inactive; i = inactive; ? = inconclusive; / = no result given; [ ] = dose if it differs, or a comment. Unless noted, the call rests on the fitted dose curve; in most records, active means well fitted curve in the direction sought with a large enough effect; inconclusive means small, poorly fitted or top-dose-only effect, or another doubt; inactive means no such curve, though single readings can be large; an effect the other way counts as inactive or inconclusive. Potency means the concentration at half of the fitted maximal effect.

cpd	GLS inh	BLM inh	HP1b binding inh	PGK inhibitor	G9a block	Pin1 inhibitor	BAZ2B block	JMJD2A Tudor	POLI inh	structure
1	2%	-14%	25%	9%	-31%[59 µM]	5%	-3%	-15%	-4%	COc1cccc(CNc2nc3c(-c4ccccc4)nnn3c3ccccc23)c1
2	-1%	2%	45%[activator]	-9%	45µM*	-9%	-16%	-9%	-12%	Cc1ccc(-n2nnnc2SCC(=O)N2Cc3ccccc3CC2C(=O)O)cc1 (stereo not given)
3	0%	/	52%[activator]	4%	/	-4%	/	-8%	20%	Cc1noc(C)c1NC(=O)Nc1cccc2c1O[C@H](CN(C)S(=O)(=O)c1ccccc1)[C@@H](C)CN([C@H](C)CO)C2=O
4	-2%	-3%	8%	5%	4%[59 µM]	-7%	12%	3%	2%	COCCCNC(=O)CCc1ccc(S(=O)(=O)Nc2ccc(C)cc2)cc1
5	0%	-2%	5%	-8%	1%[59 µM]	0%	-17%	-10%	19%	Cc1ccc(-c2nnn(CC(=O)N(c3ccccc3)C(C(=O)NCC3CCCO3)c3ccc(F)cc3)n2)o1 (stereo not given)
6	6%	-5%	14%	7%	/	5%	-4%	-12%	17%	CC(C)(C)C(=O)Nc1sc(-c2ccccc2)cc1C(=O)O
7	1%	/	24%	-9%	/	-6%	/	-22%	15%	O=C(C[C@H]1C[C@H](C(=O)N2CCCCC2)[C@@]2(CCc3ccccc3)c3[nH]c4ccc(Cl)cc4c3CCN2C1=O)NCCN1CCOCC1
8	16%	-3%	26%	9%	-11%[59 µM]	-8%	-31%	-34%	32%[activator]	Cc1cccc(C2CC(c3ccc(Cl)cc3)Nc3nc(N)nn32)c1 (stereo not given)
9	2%	/	10%	0%	16µM*	7%	2%	-17%	?	CCOc1ccc(S(=O)(=O)N2CCCCC2)cc1NC(=O)Cc1cccs1
10	-2%	-1%	28%	i	/	0%	?	-22%	13%	CCOc1ccccc1NCc1nnc(-c2ccccc2)o1
11	0%	1%	43%[activator]	1%	-35%[59 µM]	4%	-2%	-20%	3%	CCc1ccc(NC(=O)CCn2c(=O)oc3ccccc32)cc1
12	1%	1%	-9%	/	3%	1%	5%	-35%	4%	CCCC(=O)c1cc(F)c(N2CCOCC2)cc1C
13	-4%	-6%	35%	-1%	-5%[12.7 µM]	-3%	1%	-18%	3%	CCCOc1ccc(N2C(=O)CC(NCc3ccncc3)C2=O)cc1 (stereo not given)
14	-11%	3%	18%	8%	1%[12.7 µM]	-8%	-4%	-2%	0%	CC(C)(C)c1ccc(OCC(=O)NCCN2CCCC2)cc1
15	0%	1%	64%[activator]	4%	15%	0%	-1%	-14%	-11%	O=C(NCc1ccc2c(c1)OCO2)c1nnc(Cc2ccc(Cl)cc2)o1
16	-6%	-2%	3%	0%	-12%	10%	?	-14%	-15%	O=C(c1ccccc1-c1ncc[nH]1)N1CCCC(Nc2ccc(F)cc2)C1 (stereo not given)
17	5%	/	-22%	5%	/	?	/	?	?	CC1(C)c2[nH]c3ccccc3c2C[C@H]2C(=O)N(Cc3ccc(F)cc3)C(=O)N21
18	-11%	/	21%	i	?	36%[activator]	7%	-1%	21%	CC(C)CN(C(=O)COC(=O)c1ccc(Cl)c(N)c1)c1c(N)n(Cc2ccccc2)c(=O)[nH]c1=O
19	0%	0%	40%[activator]	1%	2%	-9%	/	-4%	28%	CCSC1=NCCN1C(=O)c1ccc(S(=O)(=O)N(C)C)cc1
20	-4%	-6%	-5%	/	-36%[12.7 µM]	-1%	?	?	-9%	COc1ccc(Nc2ncc3c(n2)CCN(Cc2cc(Br)cs2)C3)c(OC)c1
21	7%	-7%	32%	-1%	/	-2%	-5%	-13%	17%	Nc1nc(SCC(=O)Nc2ccccc2-c2ccccc2)n[nH]1
22	0%	0%	50%[activator]	-6%	-7%[59 µM]	4%	-1%	-8%	40%[activator]	O=C(c1cc(-c2ccc(Cl)cc2)on1)N1CCc2ccccc2C1
23	-14%	6%	56%[activator]	4%	-1%	-11%	0%	4%	12%	Cc1ccc(NC(=S)N2CCC(c3ccccc3)C2)c(Cl)c1 (stereo not given)
24	9%	-9%	5%	-2%	8.9µM*	-6%	-34%	?	13%	O=C(Nc1ccc(N2CCCC2)cc1)c1cc(Br)ccc1Cl
25	38%[activator]	-3%	33%	-7%	-37%	-3%	?	-5%	121%[activator]	C=CCC1(CC=C)CCCN1C(=O)C1CCC(=O)N(CCc2ccccc2)C1 (stereo not given)
26	-10%	-13%	33%	-5%	?	-1%	9%	-4%	23%	CC(C)C(c1nnnn1C1CCCCC1)N1CCc2ccccc2C1 (stereo not given)
27	29%	-11%	12%	-3%	?	-1%	-6%	-24%	2%	Cc1cccc(NC(=S)NNC(=O)c2sccc2C)c1
28	-2%	-22%	71%[activator]	-5%	94%[activator]	-2%	31%[activator]	19%	21%	C/C(=N\Nc1cc(C)nc(-c2ccccc2O)n1)c1ccccc1
29	2%	0%	-6%	-1%	-5%	-8%	3%	?	36%[activator]	CCC1CCCCN1C(=O)Cn1c(=O)n(CCCC(=O)NCc2ccco2)c(=O)c2sccc21 (stereo not given)
30	0%	/	9%	4%	27%[12.7 µM]	14%	9%	-22%	?	O=C(CSc1nc2c(cnn2-c2cccc(Cl)c2)c(=O)[nH]1)NCCC1=CCCCC1

Ordered by value in G9a block (largest number first): some entries from above
| # | Molecule | GLS inh | BLM inh | HP1b binding inh | PGK inhibitor | G9a block | Pin1 inhibitor | BAZ2B block | JMJD2A Tudor | POLI inh |
| --- | --- | --- | --- | --- | --- | --- | --- | --- | --- | --- |
| 2 | Cc1ccc(-n2nnnc2SCC(=O)N2Cc3ccccc3CC2C(=O)O)cc1 (stereo not given) | -1% | 2% | 45%[activator] | -9% | 45µM* | -9% | -16% | -9% | -12% |
| 9 | CCOc1ccc(S(=O)(=O)N2CCCCC2)cc1NC(=O)Cc1cccs1 | 2% | / | 10% | 0% | 16µM* | 7% | 2% | -17% | ? |
| 24 | O=C(Nc1ccc(N2CCCC2)cc1)c1cc(Br)ccc1Cl | 9% | -9% | 5% | -2% | 8.9µM* | -6% | -34% | ? | 13% |

More compounds follow.
cpd	GLS inh	BLM inh	HP1b binding inh	PGK inhibitor	G9a block	Pin1 inhibitor	BAZ2B block	JMJD2A Tudor	POLI inh	structure
31	-2%	/	9%	-2%	/	-5%	/	-30%	-6%	CCOc1ccccc1NC(=O)C(c1ccccc1)N1CCN(CC(=O)N2CCCC2)CC1 (stereo not given)
32	/	-13%	41%[activator]	/	/	11%	/	-15%	-20%	COc1ccc(Br)cc1C1C2C=CCCC2(C)C(=O)N1Cc1ccccc1 (stereo not given)
33	-10%	-3%	9%	-2%	-7%[59 µM]	12%	-4%	-14%	14%	O=C(Cn1c(=O)n(-c2ccccc2)c(=O)c2c3c(sc21)CCCC3)Nc1ccc(F)cc1
34	14%	-1%	-37%	11%	28µM*	4%	-35%	?	7%	Clc1ccc(C2=NNC(=NCc3ccc4c(c3)OCO4)SC2)cc1
35	-9%	/	35%	i	/	2%	/	-15%	15%	Cc1cccc(OCC(=O)OCC(=O)N2CCN(C(=O)c3ccco3)CC2)c1C
36	-3%	-1%	31%	-5%	13%[59 µM]	-7%	-4%	-5%	21%	Cc1ccc(OCCn2ccc(=O)[nH]c2=O)cc1C
37	4%	-1%	46%[activator]	-3%	-3%[12.7 µM]	-1%	-25%	-18%	-9%[58.9 µM]	CCCCN1C(=O)CC(Sc2ccccc2C(=O)O)C1=O (stereo not given)
38	7%	7%	42%[activator]	i	?	2%	2%	-27%[57.1 µM]	6%	COc1cccc(C(=O)CSc2nc3cccnc3n2C)c1
39	1%	-5%	13%	i	?	5%	-21%	-17%	17%	CCCCNC(=O)C1c2ccccc2Oc2ccccc21
40	3%	1%	31%	-1%	54%[activator]	?	9%	-2%	8%	COCCN(C(=O)C(C)C)c1nnc(-c2ccc(C)cc2)s1
41	15%	/	20%	i	?	-1%	5%	-15%	38%[activator]	CCOC(=O)c1ccccc1NC(=O)COC(=O)CSCC(=O)Nc1cc(C)on1
42	-4%	-4%	25%	-6%	3%[12.7 µM]	17%	30%	-5%[57.1 µM]	76%[activator]	O=C(Cc1ccccc1)Nc1ccc(NC(=O)c2ccccc2)nc1
43	4%	-9%	7%	-3%	16%[59 µM]	0%	-9%	-25%	6%	O=C(N/N=C/c1ccc(Br)s1)c1c[nH]c2ccccc12
44	10%	-7%	13%	-2%	27%[59 µM]	3%	-4%	-7%[57.1 µM]	2%	Cc1ccc(CNC(=O)c2ccc(NC(=O)CCS(=O)(=O)c3cccs3)cc2)cc1
45	5%	3%	?	-4%	50µM*	0%	?	32µM*	-11%	Clc1ccc(Cl)c(OCCN2CCCC2)c1
46	9%	-4%	6%	/	-39%	0%	8%	-11%	-4%	O=C(c1ccc2ccccc2n1)N1CCN(c2ccccc2)CC1
47	-2%	-3%	48%[activator]	3%	-5%[59 µM]	3%	-1%	-5%[57.1 µM]	198%[activator]	COC(=O)Cc1c(O)ccn(Cc2ccc3c(c2)OCO3)c1=O
48	-7%	-13%	38%[activator]	0%	12%[59 µM]	17%	8%	-11%	14%	O=C(Nc1ccc(C(F)(F)F)cc1)c1cc(S(=O)(=O)N2CCCc3ccccc32)ccc1F
49	-1%	6%	-6%	-5%	?	13%	?	?	?	N#CC1=C(S)N(c2ccccc2)C(c2ccc(-c3ccc(Cl)c(Cl)c3)o2)NC1=O (stereo not given)
50	3%	-9%	18%	1%	?	?	4%	-7%	-3%	COc1cccc(/C(O)=C/c2nc3ccc(C(=O)NCCc4ccc(Cl)cc4)cc3[nH]c2=O)c1
51	-6%	1%	-19%	-10%	11%[59 µM]	-1%	-3%	-15%	24%	CC(C)c1nn2c(=O)cc(COC(=O)c3cccs3)nc2s1
52	2%	3%	41%	-18%	15%[59 µM]	-8%	-10%	-4%	11%	Cc1ccnc(NS(=O)(=O)c2ccc(N3C(=O)c4ccccc4C3=O)cc2)n1

This is a subset, so the mix of outcomes need not match the whole.
